Screens deposited in PubChem BioAssay by several laboratories.
PPC-1+TRAIL kill – compounds killing PPC-1 cancer cells with TRAIL present (potentiator screen, no TRAIL-free arm); PPC-1 cells + TRAIL, ATPLite viability luminescence; cell killing (% activity), % at 4 µM; hit rate 0.41% among 220,000; AID 1443;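 active = cell killing above 50% in the first pass at 4 µM, then a duplicate retest at 5 µM averaging 50% or more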;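 note: plate controls were cells with TRAIL plus DMSO for no effect and medium-only wells lacking cells for full effect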
14-3-3 Bad inh – disrupts binding of bovine 14-3-3 zeta to phospho-Bad peptide. P63103. TR-FRET 14-3-3zeta/Dy647-pBad peptide displacement, 1 h. inhibition, % at 21.7 µM. hit rate 0.71% among 220,000. AID 781;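 active = inhibition above about 70%, limit read from the data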;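 note: 0% = full 14-3-3 plus peptide FRET controls and 100% = background without 14-3-3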
NPY1 pot ag – potentiates or activates human NPY-Y1 receptor; hit rate 0.37% among 220,000; P25929; activation, % at 3.6 µM; NPY-Y1 expressing cells, potentiator/agonist activation; in the data active = activation above about 33%, passing the limit was not always enough;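 note: cells stimulated with NPY at EC10 then isoproterenol at EC100; 0% = low agonist plus stimulus and 100% = saturating agonist plus stimulus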
Target sequence (P25929 whole entry, looked up): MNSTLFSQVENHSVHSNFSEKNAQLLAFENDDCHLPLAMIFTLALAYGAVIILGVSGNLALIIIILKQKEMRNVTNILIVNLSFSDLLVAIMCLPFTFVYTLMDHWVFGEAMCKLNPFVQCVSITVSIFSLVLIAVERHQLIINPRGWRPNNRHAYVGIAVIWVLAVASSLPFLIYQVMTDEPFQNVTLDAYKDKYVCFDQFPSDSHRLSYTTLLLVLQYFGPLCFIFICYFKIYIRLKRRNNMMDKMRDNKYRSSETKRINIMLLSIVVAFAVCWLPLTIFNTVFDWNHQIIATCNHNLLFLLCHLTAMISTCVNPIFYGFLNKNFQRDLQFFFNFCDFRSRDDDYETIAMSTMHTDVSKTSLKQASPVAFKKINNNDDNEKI
NPY-Y1 antag – antagonists of human neuropeptide Y receptor Y1; AID 1040; hit rate 1% among 200,000; inhibition, % at 3.6 µM; HEK293-CNG Y1 cells, membrane potential fluorescence; NPY at EC95, then isoproterenol; P25929;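 active = inhibition above the campaign mean inhibition of all tested compounds plus 3 SD, cut at about 20% in these data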;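 note: 0% = DMSO wells given NPY plus isoproterenol and 100% = isoproterenol alone without NPY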
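Assay system: HEK293 Y1/CNG channel cell line; Doses: single compound dose of 3.6 µM, 0.4% DMSO; Timing: dye 3 h, compound 60 min room temperature, stimulation 45 min; Technique: Membrane-potential fluorescent dye readout; Measure: % inhibition of NPY effect.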
EP2 mod – modulates human prostaglandin E2 receptor EP2 signaling | P43116 | EP2-expressing cells, cAMP HTRF FRET, PGE2 co-stimulation | induction, % at 25 µM | hit rate 0.83% among 260,000 | AID 940;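 active = compounds whose cAMP rise, as percent of the full-agonist control response, exceeds 60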;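 note: rat C6 glioma line stably carrying human EP2 under a CMV promoter; the protocol text gives 20 µM as final concentration; 100% = response of wells given 1 µM PGE2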
TRPML3 ag – human mucolipin-3 channel agonism | activation, % at 3 µM | Q8TDD5 | hit rate 0.29% among 220,000 | AID 1448 | HEK293 TRPML3-YFP, Fluo-8 calcium fluorescence; 100% = the carbachol control signal;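 active = activation above its plate's cutoff, the mean activation of the plate's test wells plus 3 SD, cut at about 12% in these data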;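 note: 0% = DMSO only wells and 100% = carbachol wells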
Target sequence (Q8TDD5 whole entry, looked up): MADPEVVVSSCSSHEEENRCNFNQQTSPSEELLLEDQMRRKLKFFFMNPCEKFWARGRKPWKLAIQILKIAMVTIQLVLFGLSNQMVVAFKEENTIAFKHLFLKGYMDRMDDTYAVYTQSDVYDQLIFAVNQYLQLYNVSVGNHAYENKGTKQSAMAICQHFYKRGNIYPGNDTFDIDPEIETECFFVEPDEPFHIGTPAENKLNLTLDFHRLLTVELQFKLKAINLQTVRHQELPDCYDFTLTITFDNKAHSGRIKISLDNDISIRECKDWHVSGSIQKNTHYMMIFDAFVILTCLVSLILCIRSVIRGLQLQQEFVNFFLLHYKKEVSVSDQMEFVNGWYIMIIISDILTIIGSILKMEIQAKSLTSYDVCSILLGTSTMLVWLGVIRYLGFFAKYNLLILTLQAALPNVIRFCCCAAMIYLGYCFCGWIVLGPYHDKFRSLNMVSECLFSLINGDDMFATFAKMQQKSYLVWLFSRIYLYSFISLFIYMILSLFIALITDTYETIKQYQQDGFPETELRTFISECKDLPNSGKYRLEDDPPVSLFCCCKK
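Test system – HEK293 line with stable expression of human TRPML3-YFP channel · Control set – carbachol 87 µM final as high control (100%), DMSO as low control (0%) · Signal – Fluo-8 calcium dye fluorescence, ex 470-495, em 515-575 nm · Incubation – 1-h 37 °C dye load, 5-s basal, 120-s post-compound reads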
TRPN1 ag – zebrafish TRPN1 (NompC) channel agonism; HEK293 zebrafish TRPN1-YFP, Fluo-8 calcium fluorescence; 100% = response to 87 µM carbachol; activation, % at 3 µM; hit rate 0.18% among 220,000; AID 1424;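 active = activation above its plate's cutoff, the mean activation of test wells on that plate plus 3 SD, cut at about 19% in these data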;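 note: 0% = DMSO alone and 100% = 87 µM carbachol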
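Assay system: Zebrafish TRPN1-YFP in HEK293 cells | Incubation: Dye loading 1 h at 37 °C, then 30 min room temperature | Measured by: Kinetic Fluo-8 fluorescence, ex 470-495, em 515-575 nm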
CHOP inhibitor – blocks CHOP induction under ER stress; CHO-K1 CHOP-promoter luciferase, tunicamycin-induced, 15-18 h; inhibition, % at 10 µM; hit rate 3.8% among 220,000;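 active = compounds that reduced the stress-induced luciferase reporter signal by more than about 70% of percent inhibition, limit read from the data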;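 note: 0% = tunicamycin plus vehicle and 100% = wells without tunicamycin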
EP2 antag – blocks the human prostaglandin E2 receptor EP2. P43116. C6 glioma cells expressing human EP2, cAMP TR-FRET; cells stimulated with saturating PGE2. inhibition, % at 25 µM. hit rate 0.52% among 260,000. AID 1422;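 active = percent inhibition above 40 after rounding to a whole number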;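 note: rat C6 glioma host cells with rolipram phosphodiesterase inhibitor present; the protocol text gives 20 µM as final concentration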
* marks the source's active call; other numbers are inactive results; . = not tested or not shown; & = joins results of further samples; [ ] = dose if it differs, or a comment.

compound	PPC-1+TRAIL kill	14-3-3 Bad inh	NPY1 pot ag	NPY-Y1 antag	EP2 mod	TRPML3 ag	TRPN1 ag	CHOP inhibitor	EP2 antag
CCCCCCC(=O)N(O)C1CC(=O)N(Cc2ccccc2)C1=O (configuration not stated)	28	6	-10	-1	18	-0.7	-0.8	26	4
COC(=O)c1ccc(/C=N/Nc2nc(C)c(C)s2)cc1	2	1	-3	.	6	-0.9	-1.8	-41	4
COc1cc(CNC2CCCCC2OC)cc(OC)c1 (configuration not stated)	11	29	-8	6	9	-0.9	0.9	7	7
O=C(O)COc1ccccc1/C=N/NC(=O)CSc1nc2ccccc2n1Cc1ccccc1	-8	3	-1	.	26	0.1	-1.2	19	4
Cc1ccccc1OCC(=O)N/N=C/c1ccc(N(C)C)cc1	10	-8	-30	7	-70	0.5	0.1	9	4
O=C(O)CC/C(=N\Nc1ccc(S(=O)(=O)N2CCCC2)cc1[N+](=O)[O-])c1cccs1	7	-9	-2	-2	-2	0.5	-0.8	-10	15
O=C(O)C1C2C=CC(C2)C1C(=O)N1CCOCC1 (configuration not stated)	7	-1	3	4	-9	1.1	3.4	-2	6
O=C(NC1CCCC1)c1ccccc1OCc1ccccc1	20	-8	-19	10	62*	-1.6	-1.5	-5	8
COC(=O)c1ccc(C(=O)OC)c(NC(=O)CSCc2ccccc2Br)c1	7	-4	-1	-2	36	1.4	0.6	46	-2
Cc1n[nH]c(C)c1Sc1ccccc1N=Cc1cc(Cl)cc([N+](=O)[O-])c1O	-6	40	7	2	21	-0.3	0.7	60	9
COc1ccc(NC(=O)CSc2n[nH]c(C(C)C)n2)c([N+](=O)[O-])c1	18	1	-12	1	-68	0.6	-0.9	13	8
CCC(=O)N(CCc1ccc(OC)c(OC)c1)Cc1cc2ccc(C)cc2n2nnnc12	4	-22	-8	0	0&8	0.7	0.8	35	12&3
COCCN1Cc2cccc(C(=O)Nc3ccccc3OC)c2C1=O	7	-4	-2	4	8	0.7	-1.4	20	7
Cn1nc(C(=O)Nc2nc3ccccc3[nH]2)c2ccccc2c1=O	14	5[fluorescence artefact?]	-13	0	-6	0.5	0.7	-13	11
CCc1nnc(NS(=O)(=O)c2ccc(N/C=C/C(=O)c3ccc(C)cc3)cc2)s1	10	-5	2	4	-49	0.2	0.3	2	6
CCN(C(=O)COC(=O)c1cccc(NS(=O)(=O)c2ccc(F)c(F)c2)c1)C1CCS(=O)(=O)C1 (configuration not stated)	10	-2	-16	2	-7	0.1	0.6	9	3
CCc1cc2cc3c(cc2nc1SCC(=O)N1CCN(C(=O)c2ccco2)CC1)OCO3	-5	-5	16	0	-37	-0.7	-1.3	28	18
c1csc(-c2nn[nH]n2)c1	4	27	8	7	-3&9	-0.3	1.8	-14	3&16
O=C(NCc1ccco1)c1nnc(Cc2ccc(F)cc2)o1	13	-7	10	5	45	0.3	-1.2	3	13
c1ccc(C(c2ccccc2)N2CCN(Cc3nnnn3C3CCCC3)CC2)cc1	-4	15	13	-9	25	-1.4	-1.4	39	7
COC(=O)c1nnn(-c2nonc2N)c1CSc1ccc(Cl)cc1	13	10	-3	4	-16	-0.5	0.1	37	13
CCCNC(=O)OCC12CC3CC(CC(C3)C1)C2	-20	-4	-15	1	51	1.1	0.8	21	6
CC(C)Sc1nc2ccc(N3C(=O)C4CCCCC4C3=O)cc2s1 (configuration not stated)	7	4	2	-3	-29	-0.2	-1.3	-17	11
CCSc1nnc(Cn2c(=O)sc3ccccc32)n1C	6	11	5	2	-3	0.2	-0.2	27	6
O=C(CSc1ccc(-c2ccncc2)nn1)N1CCCC1	2	4	10	2	0	0.5	1.7	1	12

New compounds follow:
compound	PPC-1+TRAIL kill	14-3-3 Bad inh	NPY1 pot ag	NPY-Y1 antag	EP2 mod	TRPML3 ag	TRPN1 ag	CHOP inhibitor	EP2 antag
CCCNC(=O)c1cnc(Sc2ncc(C(F)(F)F)cc2Cl)n1C	-20	2	-18	1	5	0.6	-0.1	6	10
O=C(COc1ccc(Cl)cc1)NCc1cn2cc(Cl)ccc2n1	21	-7	-13	14	-66	0.2	-1.4	16	11
CC(=O)c1ccc(NC(=S)NC(C)c2ccc(Cl)cc2Cl)cc1 (configuration not stated)	10	-5	37*	-5	-67	14*	16	73*	5
O=c1cc(-c2ccc([N+](=O)[O-])cc2)nc2cc(-c3ccc(Cl)cc3)[nH]n12	-4	89*[fluorescence artefact?]	-8	-2	0	0.4	0.1	5	9
CCS(=O)(=O)c1nc2ccccc2n1Cc1ccccn1	11	-9	17	1	25	0.8	1.0	17	5
Cc1ccc(C2=C(c3ccc([N+](=O)[O-])cc3)C(=O)OC2)cc1C	5	10	-16	-1	11	0.2	-1.8	40	6
CCOC(=O)N1CCN(Cc2nc(Cc3cccc(C(F)(F)F)c3)no2)CC1	12	-2	-11	2	-9	-0.2	-1.3	13	8
CC(C)C(C)NC(=O)COc1ccc(OCc2ccccc2)cc1 (configuration not stated)	6	-3	0	5	-46	-0.1	1.4	23	6
CCCC/C(O)=N\S(=O)(=O)c1ccc(N=NN(C)C)cc1	9	1[fluorescence artefact?]	-34	7	9	0.0	-0.3	18	14
COCCOC(=O)c1c(NC(=O)CSc2cccc[n+]2[O-])sc(C(N)=O)c1C	3	-3	8	-4	3	0.9	-0.1	-2	1
O=C(NCc1ccccc1)NC(O)C(Cl)(Cl)Cl (configuration not stated)	2	-4	0	-1	-22	0.4	0.2	2	7
COC(=O)C1CCN(Cc2ccc(OCCCN3CCN(c4ccc([N+](=O)[O-])cc4)CC3)cc2)CC1	12	-13	11	5	-15	6.0	6.6	3	4
O=C(C1CCCCN1S(=O)(=O)c1ccccc1)N1CCCCC1 (configuration not stated)	11	5[fluorescence artefact?]	24	-1	15	-0.2	0.4	-8	9
O=C(/C=C/c1cccs1)N1CCC2(CC1)Oc1ccc(F)cc1C(=O)C21CC(c2ccc(Cl)cc2)=NO1 (configuration not stated)	26	3	.	.	14	.	.	-9	10
CNC(=O)CN(c1cc(C)ccc1OC)S(=O)(=O)c1ccc(C)cc1	7	13	0	3	22	-0.8	-0.5	9	7
CCCCNC(=O)Cn1c(=O)n(C)c2ccccc21	19	0	13	2	26	0.3	1.1	36	14
CCOC(=O)C1=C(C)Nc2sc(C(=O)c3ccc(Br)cc3)c(N)c2C1c1ccc(C(=O)OC)cc1 (configuration not stated)	-29	5	-29	-3	2	0.8	0.1	44	9
O=C(O)c1cccc(N/N=C/c2cccnc2)c1	5	-24	11	-2	32	0.7	2.8	53	7
Fc1cccc(CN2CCN3CCCC3C2C2CCCCC2)c1 (configuration not stated)	18	59[fluorescence artefact?]	-30	6	14	0.3	-0.3	66	9
CNC(=S)NCCc1ccc(OC)cc1	33	0	13	6	18	-0.6	0.9	33	8
CNS(=O)(=O)c1ccc(C(C)(C)C)cc1	19	-2	10	-1	24	-0.4	-0.2	11	7
COc1ccc(-c2noc(C)c2-c2ccc3ccccc3n2)c(O)c1	11	-3	1	1	8	-1.4	-0.1	53	5
Cc1cc(=O)n2c(C(=O)Nc3ccc(C)c(C)c3)c(C(=O)Nc3ccccc3)sc2n1	-5	-12	-16	8	17	0.7	1.1	97*	7
CC1CCN(C(=O)CSc2nc(N)cc(N)n2)CC1	-8	3[fluorescence artefact?]	-22	2	13	0.3	1.5	23	11
COc1ccc2c(c1)C(=O)CC(c1ccccc1F)O2 (configuration not stated)	29	-1	5	1	42	-1.0	-1.6	4	.

Following part:
compound	PPC-1+TRAIL kill	14-3-3 Bad inh	NPY1 pot ag	NPY-Y1 antag	EP2 mod	TRPML3 ag	TRPN1 ag	CHOP inhibitor	EP2 antag
Cc1ccc2[nH]c3c(c2c1)CCc1cn[nH]c1-3	25	-3[fluorescence artefact?]	35	-9	-14	-0.1	4.8	69	.
CC(=O)OCc1cc(=O)n(C)c(=O)n1C	-41	0	2	1	-7	-0.1	1.0	-8	8
O=C(CN1CCCCCC1)NCCN1C(=O)S/C(=C\c2ccccc2Cl)C1=O	11	-2	-1	13	-24	0.0	1.3	41	7
COc1ccc(CN(C)CC(=O)NC(=O)NCc2ccccc2)c(OC)c1	14	-2	-6	1	-43	-0.9	0.0	25	7
O=C1CC(c2ccco2)Sc2nc3ccccc3n21 (configuration not stated)	-17	9	-2	2	-25	0.8	0.4	5	11
COc1ccc(-n2nc([N+](=O)[O-])c(=NCCc3cccc(C)c3)n2O)cc1	-2	-21	-4	5	-14	-0.9	-1.9	21	9
Cc1ccc(OCCOCCNC(C)C)c(Br)c1	-19	10	5	10	16	0.9	-0.1	8	12
COC(=O)c1cn(-c2ccccc2)nc1-c1ccncc1	-2	-5	-23	4	0	0.5	0.8	6	7
O=C(CSc1nnc(COc2ccc(Cl)cc2)o1)OC1CCCCC1	21	-7	-5	1	15&-14	0.7	0.2	74*	10&5
CC(C)CC1c2[nH]c3ccccc3c2CCN1C(=O)c1cnccn1 (configuration not stated)	6	-2	11	7	-12	-0.3	-0.1	-1	2
Cc1cc(-c2nc3cccnc3s2)ccc1NS(=O)(=O)c1cccs1	16	17	-3	3	-20	-0.1	-1.3	1	8
Cc1cc(NCCCn2ccnc2)n2nc(-c3ccc(F)cc3)cc2n1	11	1	25	-7	-24	-1.0	-0.3	12	6
CCNc1nc(-c2ccc(Cl)cc2)cs1	9	-15	2	-6	-48&-67	-0.3	-2.0	9	19&9
O=C(O)CSc1c2c(nc3cc(C(=O)N4CCCC4)ccc13)CCCC2	-2	-1	-2	-3	17	-0.4	1.9	10	11
Cc1ccc2c(CC(=O)OCc3csc(C)n3)coc2c1	-2	12[fluorescence artefact?]	-33	15	2	-0.2	-2.0	17	8
CCC1CCCCN1CCCNC(=O)Cn1nc(-c2ccccc2)ccc1=O (configuration not stated)	-4	-6	-11	1	-5	0.0	-0.8	20	4
CCCn1nnc(NC(=O)c2ccc(-c3ccccc3)cc2)n1	18	10	6	3	-12	-1.1	0.8	-4	9
CCOC(=O)c1ccc(CSc2nnc(N)s2)cc1	4	14	-2	-6	2	-0.5	2.7	11	11
CC(C)C(=O)NC(c1ccc(N(C)C)cc1)c1c(O)ccc2ccccc12 (configuration not stated)	-1	2	37	.	-21	-0.5	-0.9	15	12

With a hit mark in 14-3-3 Bad inh, of those listed so far:
canonical_smiles	14-3-3 Bad inh	NPY1 pot ag	NPY-Y1 antag	EP2 mod	TRPML3 ag	CHOP inhibitor
O=c1cc(-c2ccc([N+](=O)[O-])cc2)nc2cc(-c3ccc(Cl)cc3)[nH]n12	89*[fluorescence artefact?]	-8	-2	0	0.4	5

Some of the compounds tested. The share of hits here may be higher or lower than overall.
